Assay outcomes deposited in PubChem by several laboratories.
HSF1 inhib = HSF1 inhibition | NIH3T3-HGL HSE-luciferase, MG132-induced, luminescence 8 h; hits give low values | activity change, negative = inhibition, % at 7.5 µM (by protocol) | actives 0.77% (n = 300,000);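 active = more than half of replicate wells show activity change below -50%, luminescence cut by over half; inconclusive = some wells, but at most half, below -50%; inactive = no replicate well below -50%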;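 note: luciferase reports HSF-1 transcriptional activity via heat shock element; 0% = median of DMSO wells and -100% = zero luminescence signal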
HDAC3 inh = inhibitors of human histone deacetylase 3. O15379. recombinant HDAC3, fluorogenic peptide/trypsin coupled, fluorescence. inhibition, % at 8.3 µM. actives 0.15% (n = 320,000). AID 2718; in the data active = inhibition above about 26%, passing the limit was not always enough; inconclusive = no clear call, values can overlap the other calls
Target sequence (O15379 whole entry, looked up): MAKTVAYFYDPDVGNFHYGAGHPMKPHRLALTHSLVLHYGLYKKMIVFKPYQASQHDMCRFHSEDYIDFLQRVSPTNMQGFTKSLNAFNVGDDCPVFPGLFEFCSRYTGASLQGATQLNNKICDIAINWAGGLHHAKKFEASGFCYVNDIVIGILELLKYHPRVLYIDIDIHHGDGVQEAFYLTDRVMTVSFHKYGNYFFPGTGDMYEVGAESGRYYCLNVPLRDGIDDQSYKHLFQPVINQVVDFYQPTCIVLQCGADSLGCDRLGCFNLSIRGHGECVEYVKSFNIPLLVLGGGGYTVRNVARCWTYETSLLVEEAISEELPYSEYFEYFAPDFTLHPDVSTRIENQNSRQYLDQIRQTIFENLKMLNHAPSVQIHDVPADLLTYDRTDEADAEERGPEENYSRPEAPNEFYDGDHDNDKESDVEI
HIF act = HIF pathway transcriptional activation | U2OS HRE-luciferase reporter, luminescence; normalized: DMSO 0%, desferrioxamine 100% | activation, % at 7.5 µM (by protocol) | actives 0.32% (n = 300,000) | AID 1910;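 active = mean activation of at least 10% of the iron chelator positive control signal, with at least half of replicates also reaching 10%; inconclusive = mean and replicate majority disagree about reaching 10%; inactive = mean and most replicates under 10%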
AI-2 QS mod = modulates the Vibrio harveyi AI-2 quorum sensing system; Vibrio harveyi JMH597 AI-2 luminescence/OD600 ratio, 9 h; hits give low values; strain lacks LuxN and CqsS sensors; 0 = neutral-control median; activity change, % at 7.5 µM; actives 0.4% (n = 300,000); in the data active = activity change below about -75%, passing the limit was not always enough; inconclusive = no clear call, values can overlap the other calls;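 note: luminescence divided by OD600 gain over 9 h not by final OD600 alone; inactives centre near 13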
aSyn UTR inh = MLPCN primary screen, SNCA 5' untranslated region | alpha-synuclein 5'UTR reporter, inhibitor activity | inhibition, % (tested at 7.5 µM) | actives 0.82% (n = 300,000) | AID 1813; in the data active = inhibition above about 60%; inconclusive = no clear call, values can overlap the other calls;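 note: H4 neuroglioblastoma cells stably carrying SNCA 5'UTR luciferase fusion; 0% = DMSO wells and 100% = positive control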
IEC-6 cytotox = IEC-6 cytotoxicity, counter-screen for KLF5 inhibitors; luminescence viability; inhibition, % at 5 µM; actives 0.78% (n = 290,000); in the data active = inhibition above about 22%;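 note: 0% = plate median of test compound wells and 100% = cytotoxic reference compound wells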
Platelet DG rel = modulates dense granule release in human platelets | human platelet-rich plasma, SFLLRN dense granule ATP release, luminescence | inhibition, %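 (compounds screened at 7.5 µM in platelet-rich plasma)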 | actives 0.22% (n = 300,000);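 active = mean replicate score, as percent of positive control, at or above 50; inconclusive = mean below 50 but at least one replicate at or above 50; inactive = mean and every replicate below 50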
KLF5 inhibitor = kruppel-like factor 5 inhibition. DLD-1 KLF5 promoter-luciferase reporter, luminescence. inhibition, % at 5 µM. actives 0.23% (n = 290,000);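 active = inhibition above a per-plate limit of that plate's mean compound inhibition plus 3 SD, cut at about 60% in these data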;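 note: 0% = DMSO wells and 100% = LY294002 at 200 µM; higher means less KLF5 promoter-driven luciferase light; inactives centre near -14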
HSF1 activator = increases HSF-1 driven luciferase reporter signal | NIH3T3-HGL HSF-1 luciferase reporter, MG132, 8 h; 100% = twice DMSO control signal | activation, % at 9 µM | AID 504408 | actives 1.7% (n = 300,000);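 active = mean replicate activation of at least 50% with a set share of replicates each reaching 50%; inconclusive = only one of those two conditions met; inactive = mean below 50% and too few replicates reaching it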;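 note: 0% = median of the neutral control wells and 100% = twice that signal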
HSP90 refold inh = HSP90 refolding inhibition in rabbit reticulocyte lysate; luciferase refolding luminescence, 3 h; inhibition, % at 5.6 µM; actives 0.91% (n = 290,000);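 active = inhibition above the screen-wide mean plus 3 SD, computed separately per campaign, cut at about 16% in these data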;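 note: 0% = DMSO wells and 100% = 60 µM geldanamycin wells; inhibitors lower the luminescence because luciferase stays unfolded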
An asterisk follows results filed as active; u = inconclusive; x = not tested or not shown.

smiles	HSF1 inhib	HDAC3 inh	HIF act	AI-2 QS mod	aSyn UTR inh	IEC-6 cytotox	Platelet DG rel	KLF5 inhibitor	HSF1 activator	HSP90 refold inh
Cc1noc(C)c1C(=O)OCC(=O)c1c[nH]c2ccccc12	-5	-4	1.8	22	-40	8	4	-18	1	-1
COc1ccc(CNc2ccccc2)cc1Br	-8	3	0.6	-13	-28	5	-5	-33	-10	0
COc1ccc(CN(C)C(=O)c2cc(S(=O)(=O)Nc3ccccc3F)ccc2C)c(OC)c1	5	-1	-0.5	25	12	2	-12	-4	28	5
CCC(C)NC(=O)c1ccc(CSCc2cccc(F)c2)o1 (stereo not drawn)	6	3	1.6	16	-19	-4	0	-52	-8	-5
CCc1noc(C)c1C(=O)NCCc1ccc(S(N)(=O)=O)cc1	-13	5	0.1	17	-18	x	-2	x	-24	x
COc1ccc2[nH]cc(CCn3ccc(=O)c(C)c3C)c2c1	-9	-2	0.2	33	-3	-5	2	-12	4	-1
O=C(Cn1ncc2c3ccccc3n(Cc3ccccc3F)c2c1=O)N1CCN(c2ccccn2)CC1	0	x	-0.2	38	-7	6	-1	-16	17	13
COc1ncnc(OC)c1S(=O)(=O)NCc1ccccc1	3	0	0.0	23	-8	-4	-5	-15	6	-1
O=C1c2cc(O)cc(O)c2C(=O)c2c1cc(O)c([C@@H](CO)CCO)c2O	3	9	-0.3	24	12	x	3	x	2	x
Cn1c(=O)c2c(nc(NCc3cccnc3)n2Cc2ccc(Cl)cc2)n(C)c1=O	x	-1	-0.5	25	22	23*	2	2	x	-5
O=C(c1cnn2c(C(F)F)cc(C3CC3)nc12)N1CCCC1	-8	0	0.4	11	7	2	2	2	0	2
COc1cc(C=O)ccc1OCC(=O)Nc1cccc(S(=O)(=O)N(C)c2ccccc2)c1	3	4	0.3	x	-2	x	2	x	8	x
CCOC(=O)CN1C(=O)C(C)(C)Oc2ccc(C(=O)Nc3ccccc3OC)cc21	5	4	-0.4	-4	9	-2	-4	-21	12	1
CC(=O)c1cccc(N=C2C(=O)Nc3ccccc32)c1	15	-1	5.4	10	-20	-1	4	-3	30	3
CC1c2cc3c(cc2CCN1S(=O)(=O)c1ccccc1)OCCCO3 (stereo not drawn)	-1	-4	0.1	x	4	-10	-2	-29	6	0
COc1ccc(C(=O)C2CCN(C(=S)NCCc3ccc(OC)c(OC)c3)CC2)cc1	-1	2	-0.4	17	7	6	-1	3	22	0
COc1ccc(CSCCc2n[nH]c(=S)n2-c2ccccc2)cc1C	-5	10	-0.1	6	10	-6	-6	-57	8	0
Cc1cccc(C)c1-n1c(C)cc(/C=N/NC(=O)CSc2ncccn2)c1C	-3	9	-8.8	41	8	-4	-14	-5	-10	-1
CC(=O)SC1CC2=CC(=O)CCC2(C)C2CCC3(C)C(CCC34CCC(=O)O4)C12 (stereo not drawn)	-2	1	0.6	16	-16	0	2	4	-16	-3
CN(Cc1cccc(F)c1)C(=O)c1ccc(S(=O)(=O)C(F)F)cc1	7	5	0.5	7	-17	3	1	-4	7	-3
CCOC(=O)c1sc(NC(=O)CCc2ccccc2)nc1C	-1	-1	-2.4	x	-146	54*	17	46	-2	4
Clc1cccc(CNc2nnnn2-c2ccccc2)c1	1	1	-0.4	-60	12	2	19	-10	-8	-1
NNC(=S)Nc1cc(S(=O)(=O)N2CCOCC2)ccc1N1CCOCC1	0	9	-0.2	11	5	-3	10	-8	-11	2
CN(C)c1nc(Cl)nc(NCCOc2ccccc2)n1	11	-2	0.7	6	3	4	-14	-8	15	1
COc1cccc(OC)c1C(=O)NNS(=O)(=O)c1ccc2ccccc2c1	x	-1	x	-6	x	-2	x	-11	x	-5
CCOc1ccc(-c2c(C(=O)N/N=C/C3CC=CCC3)nnn2-c2nonc2N)cc1 (stereo not drawn)	1	8	-0.5	15	10	-4	6	-2	17	-4
CC(=O)c1ccc(NC(=O)CCNS(=O)(=O)c2cccc3nonc23)cc1	0	-4	0.3	1	4	2	2	1	-21	5
COc1ccc(OCC(=O)Nc2ccc(NC(=O)c3cccs3)cc2)cc1	-9	5	-0.2	-1	6	7	-36	-32	-4	2
O=c1oc2cc(OCc3c(F)c(F)c(F)c(F)c3F)ccc2cc1-c1ccccn1	1	-25	0.0	7	-19	-10	0	-19	26	-1
COCc1cc(C)nc2sc(C(=O)N3CCCCC3)c(N)c12	x	11	x	19	x	-2	-2	-4	x	0

The list continues.
smiles	HSF1 inhib	HDAC3 inh	HIF act	AI-2 QS mod	aSyn UTR inh	IEC-6 cytotox	Platelet DG rel	KLF5 inhibitor	HSF1 activator	HSP90 refold inh
CN(C)c1ccc(-c2c(-c3ccc4c(c3)OCO4)noc2-c2ccsc2)cn1	25	0	2.4	20	-8	7	3	-22	21	1
Cc1c(NC(=O)C(C)OC(=O)/C=C/c2ccco2)c(=O)n(-c2ccccc2)n1C (stereo not drawn)	-4	11	0.1	21	1	0	-6	-11	-5	2
O=C(Nc1ccc(F)cc1)Nc1ccc(N2CCOCC2)c2nonc12	12	1	3.7	-3	-145	8	8	-29	26	-6
Cc1ccc(S(=O)(=O)N2CCC(C(=O)NC3CC(C)(C)NC(C)(C)C3)CC2)cc1	-3	0	0.7	12	-2	6	-4	-27	0	-3
CCOc1ccccc1CNC(=O)c1c([N+](=O)[O-])c(C)nn1C	-3	0	-1.3	2	-17	3	-1	2	9	4
COc1cc2c(cc1NC(=O)c1cncc(Br)c1)oc1ccccc12	x	1	x	x	x	1	x	0	x	1
Cc1cccnc1NC(=O)c1ccc(COc2ccccc2)o1	2	4	-0.3	6	-9	1	-7	-29	13	1
O=C(/C=C/C(=O)NCc1cccs1)NCc1cccs1	-5	-3	0.5	32	-10	1	3	2	8	-4
CCOc1ccc(OCC)c(NC(=O)C2CCN(c3cnccn3)CC2)c1	-8	-1	0.2	36	1	-6	-15	-18	-3	2
O=C(c1ccc(NC2=NC3CS(=O)(=O)CC3S2)cc1)N1CCN(C(=O)c2ccco2)CC1 (stereo not drawn)	x	-2	x	x	x	5	x	17	x	-1
N#Cc1ccc(-c2ccc(F)cc2)nc1Oc1ccc(F)cc1	-16	7	0.3	16	33	3	10	12	-38	2
COc1ccc2c(Cl)c(C(=O)NCCCn3ccnc3)sc2c1Cl	5	3	-0.3	15	-12	8	-14	-30	12	5
Cc1ccc(OCC(=O)Nc2c(C)ccc3nsnc23)cc1	3	-6	0.0	4	0	-5	4	-11	-1	0
c1csc(-c2nn3c(Cn4nnc5ccccc54)nnc3s2)c1	6	-2	-0.9	21	-2	1	u	2	13	0
Cc1ccc(CN2CC(C(=O)N3CC(C)CC(C)C3)CC2=O)cc1 (stereo not drawn)	3	0	-0.3	22	3	x	-5	x	9	x
O=C(c1ccc(-c2ccccc2)cc1)N1CCN(c2ccccc2F)CC1	11	7	-0.5	-4	-7	4	-2	-23	10	-4
O=C(Nc1nccs1)c1cc2c(s1)-c1ccccc1OC2	23	-3	3.6	20	-218	4	13	-161	38	0
CCC(=O)N1c2ccc(S(=O)(=O)N3CCCC3)cc2CC1C (stereo not drawn)	-3	-1	-0.4	11	0	6	2	-31	-4	0
CCC1S/C(=N\S(=O)(=O)c2cccs2)N(C2CCCCC2)C1=O (stereo not drawn)	-3	2	-0.2	6	2	-2	-3	1	-16	2
Cc1ccccc1CN1[C@@H](C(C)C)COCCS1(=O)=O	0	-2	0.7	30	6	x	2	x	-2	x
O=C(Cc1ccc(Cl)cc1)N1CCN(C(=O)c2ccco2)CC1	8	-2	4.0	-3	-21	0	-9	-48	12	-1
CCC(=O)Nc1ccc(C(=O)CSc2nc3ccccc3cc2CC)cc1	x	8	x	x	x	-5	x	-32	x	1
Cc1nc2c(C)[n+](CC(=O)c3ccccc3)ccc2n1C	-2	-5	0.5	20	-40	-8	14	6	-1	-2
COc1cc(NC(=O)C2Cc3ccccc3CN2S(C)(=O)=O)cc(OC)c1 (stereo not drawn)	-2	-4	0.4	21	-9	1	1	-11	-9	0
CCCCCCCCC(=O)N/N=C/c1ccccn1	-2	2	0.2	34	-8	-2	-8	-15	6	-3
CC1Nc2ncnc(N3CCN(c4ccccn4)CC3)c2N(Cc2ccccc2)C1=O (stereo not drawn)	7	4	-0.4	5	-9	x	10	x	5	x
COc1ccc(OCC(=O)Nc2ccc3c(c2)nc(CCNC(C)=O)n3C)cc1	-3	-4	-0.1	-1	-6	-2	-3	-23	-4	3
Cc1ccccc1NC(=O)c1nn(-c2ccc(F)c(F)c2)ccc1=O	-4	0	0.3	-6	8	1	-9	-13	-4	-2
CC1=C([N+](=O)[O-])C(c2ccccc2C(F)(F)F)NC(=O)N1C (stereo not drawn)	-1	6	-0.1	40	-18	-2	20	-4	-2	-3
CC(=O)N(C(C)=O)S(=O)(=O)c1ccc(N=NN2CCCCC2)cc1	0	2	0.4	11	7	-2	16	-18	13	-2
COc1cc(/C=C/c2cc(C(=O)O)c3ccccc3n2)cc(OC)c1O	-9	6	-0.6	32	4	-4	-11	1	0	1
Cc1nc2cc(NS(=O)(=O)c3ccccc3)ccc2n1C	14	-3	-0.1	9	2	4	-1	-12	10	-1
N#CCCN1CCN(C2=NC(=O)C(=C3CCCCC3)S2)CC1	1	5	2.2	14	-54	1	4	-59	10	0

Hits appear at their usual frequency; overall some 5% were active at least once.
